Screening results deposited in PubChem by several laboratories.
PfHsp40 rescue: restores yeast growth despite PfHsp40 toxicity | AID 504582 | 0.68% of 340,000 active | growth rescue, % at 12.5 µM | S. cerevisiae expressing PfHsp40, growth rescue, ATP luminescence; in the data active = growth rescue above about 28%, passing the limit was not always enough; inconclusive = no clear call, values can overlap the other calls;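 also: yeast W303a lacking pdr1 and pdr3 grown in galactose medium; growth measured after three days at 30 °C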
Anthrax LF inh2: anthrax lethal factor protease inhibition. P15917. multiplex microsphere protease cleavage assay, LF. inhibition, % at 10 µM. 0.12% of 360,000 active. AID 588501; also: plate controls were buffer without enzyme for full effect and enzyme alone for no effect
Vc quorum ag: inducers of Vibrio cholerae quorum light production without autoinducers. activation, % at 18.7 µM. V. cholerae BH1578 lux reporter, luminescence, 6 h. 0.16% of 350,000 active; in the data active = activation mostly above about 9.7%, no sharp cut-off; inconclusive = no clear call, values can overlap the other calls; inactive = mostly below about 3.7%; also: not every result past the cut was called active; inactives centre near 0; reference of the scale not given here
PriA SSB inh: K. pneumoniae PriA-SSBct interaction inhibition; inhibition, % at 33 µM; 0.6% of 430,000 active; AlphaScreen SSBct-PriA binding, biotinylated peptide; in the data active = inhibition mostly above about 37%, no sharp cut-off; inactive = mostly below about 20%;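 also: plate controls were negative control peptide for no effect and reference peptide for full effect; strong numbers were not always called active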
TcdB inh: TcdB glycohydrolase inhibition; 0.24% of 350,000 active; P18177; inhibition, % at 9.99 µM; AID 652162; TcdB glycohydrolase enzymatic assay, plate reader; in the data active = inhibition above about 10%
DUSP3 inh: blocks human VHR1 dual specificity phosphatase | P51452 | recombinant VHR phosphatase, pNPP absorbance | inhibition, % at 13.3 µM | 0.52% of 290,000 active; in the data active = inhibition above about 50%; also: some compounds called inactive have numbers as strong as hits
Target sequence (P51452 whole entry, looked up): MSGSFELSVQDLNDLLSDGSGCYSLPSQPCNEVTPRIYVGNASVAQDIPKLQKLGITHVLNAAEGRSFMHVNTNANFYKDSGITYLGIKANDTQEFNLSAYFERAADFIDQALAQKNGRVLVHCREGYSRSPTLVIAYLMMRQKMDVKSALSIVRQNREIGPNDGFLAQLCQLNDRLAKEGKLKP
CCHFV vOTU inh: blocks the CCHF virus ovarian tumor domain protease | CCHFV vOTU protease, Pep-AMC fluorescence | inhibition, % at 11.5 µM | 0.55% of 370,000 active; in the data active = inhibition above about 30%; also: 0% = vehicle wells with enzyme and 100% = no enzyme wells
3CLpro inhibitor: SARS-CoV 3CLpro protease inhibition. 0.14% of 290,000 active. recombinant SARS-CoV 3CLpro, quenched FRET peptide cleavage. inhibition, % at 6 µM. P0C6X7; in the data active = inhibition above about 12%
Y pestis TopoI: inhibitors of Yersinia pestis topoisomerase I | Y. pestis Topo-I cleavage product accumulation, plate reader | activity, % at 10 µM | 0.064% of 360,000 active | AID 504884; in the data active = activity above about 50%, passing the limit was not always enough; inconclusive = no clear call, values can overlap the other calls; also: inactives centre near 2
BoNT A protease: BoNT A light chain protease inhibition; 0.17% of 360,000 active; multiplex microsphere protease substrate cleavage, flow cytometry; inhibition, % at 10 µM; also: plate controls were buffer without enzyme for full effect and enzyme alone for no effect
Starred values were filed as active, the others as inactive; i = inactive; ? = inconclusive; · = not tested or not shown. Rule as the data show it, unless noted: active = inhibition above about 30%; inconclusive = no clear call, values can overlap the other calls; inactive = below that. Not all compounds are listed; count on the stated rates, not on these rows.

SMILES	PfHsp40 rescue	Anthrax LF inh2	Vc quorum ag	PriA SSB inh	TcdB inh	DUSP3 inh	CCHFV vOTU inh	3CLpro inhibitor	Y pestis TopoI	BoNT A protease
CCCNC(=O)N(CCOC)CC1CCCN(C2Cc3ccccc3C2)C1 (stereo unspecified)	-0.6	8	i	2	0.4	22	0	7	0	3.9
Oc1ccc(Nc2nc(NCC3CCCO3)c3ccccc3n2)cc1 (stereo unspecified)	-2.1	-3	-4.1	19	·	14	1	0	0	0.2
O=C(c1ccc(F)cc1)C1CCN(S(=O)(=O)c2ccccc2)CC1	-0.3	-1	i	-14	0.1	16	6	4	-9	-0.9
Cc1cc(C(=O)COC(=O)c2ccc3c(c2)NC(=O)CS3)c(C)n1CCc1ccc(Cl)cc1	0.2	-1	i	15	0.9	-8	7	4	8	-1.5
O=C(CCSc1nnc2ccccn12)Nc1ccc(F)cc1	0.4	1	i	-14	·	6	1	1	6	-0.1
O=C(Nc1ccc2c(c1)OCCO2)C(CCc1ccccc1)N1CCN(c2ccc(F)cc2)CC1 (stereo unspecified)	·	-5	·	·	1.2	·	3	·	·	-1.4
CC(C)(C)OC(=O)N1CCC[C@H]1c1nnc(SCC(=O)Nc2ccc(Br)cc2)o1	-0.1	8	-1.0	2	0.1	-7	-11	6	-6	-0.8
Cc1nc2ccc(NS(=O)(=O)c3ccc(F)cc3)cc2s1	-0.7	-3	-0.4	-9	3.6	34	-1	1	2	0.2
COc1ccc([N+](=O)[O-])cc1NCC(=O)c1ccc(C)cc1	-0.5	-11	-7.7	-6	5.5	-15	12	0	7	4.9
COc1ccc(N(C(=O)c2ccccc2OC)C2C=CS(=O)(=O)C2)c(OC)c1 (stereo unspecified)	0.3	1	2.0	0	0.8	32	7	0	-1	-0.2
Cc1cc(C(=O)N2CCc3ccccc32)c2ccccc2n1	-0.1	-9	0.8	3	·	10	5	0	-1	0.1
CCn1nnnc1SCC(=O)c1cccc(OC)c1	0.9	5	2.2	10	·	-8	0	2	2	1.6
CC(C)(C)NC(=O)NC(=O)COC(=O)CNS(=O)(=O)c1ccc(Br)cc1Cl	-1.0	-4	-0.9	1	1.1	6	3	5	-5	0.5
CCCn1c(=O)[nH]c(=O)c2c1nc(-c1ccc3c(c1)OCCO3)n2CCN1CCOCC1	1.1	-2	-0.3	-11	·	25	-11	-2	6	-0.9
O=C(NC1CCSC1=O)c1cccc(Cl)c1 (stereo unspecified)	-0.6	-4	-0.2	-21	0.1	2	17	-3	-1	-0.5
Fc1ccccc1COc1ccccc1/C=N/Nc1nc(N2CCCC2)nc(N2CCCC2)n1	0.4	-7	-0.2	·	·	-4	-3	2	8	-0.7
CC(=O)c1ccc(OCC(=O)Nc2ccccc2N2CCCC2)cc1	-0.5	-4	i	6	0.4	28	12	4	9	-2.0
CC1CN(C(=O)COC(=O)c2cncc(Br)c2)CC(C)O1 (stereo unspecified)	·	4	-1.3	·	0.3	·	-2	·	6	-0.1
COc1ccc(NC(=O)CCNC(=O)c2ccco2)cc1OC	-0.6	-16	-0.3	-8	-0.3	-8	8	-3	-5	-0.5
C=CCN(C(=O)Cn1ncc2c1-c1cc(C)ccc1OC2)c1ccccc1	0.5	-2	-0.4	-4	-4.1	15	8	-4	35	0.0
CC(=O)c1cccc(NC(=S)N2CCN(c3ccccn3)CC2)c1	-1.7	-1	-0.3	-5	0.0	19	0	0	3	-2.7
CCCC(=O)NC(c1cccc([N+](=O)[O-])c1)c1ccc2cccnc2c1O (stereo unspecified)	·	-1	-0.3	·	0.7	·	1	·	-3	-0.2
CCC1(CC)NC(=S)N(Nc2ccccc2)C1=O	0.7	-3	-0.4	-13	·	18	-15	-1	-6	0.0
O=C1c2ccccc2C(=O)C1c1ccncc1	-0.1	-3	-0.6	3	·	-1	10	0	2	1.0
Cc1cc(Cl)ccc1NC(=S)NCc1ccccc1	0.6	-3	5.0	-14	·	6	9	2	4	-0.3
CN(C)S(=O)(=O)Nc1ccccc1F	-0.8	-4	i	-18	0.3	16	-6	9	10	0.6
O=C(Nc1ccccc1)c1cccc(-c2nnc(-c3ccccc3)o2)c1	0.9	3	·	-2	·	-12	11	3	8	0.3
COc1ccc(CCNC(=O)c2ccc3c(=O)n(Cc4ccco4)c(=S)[nH]c3c2)cc1OC	0.4	-4	-0.7	0	-1.4	24	8	6	0	0.0
COc1ccc(N2CCN(c3oc(COc4ccc(Cl)cc4)nc3C#N)CC2)cc1	-1.4	-9	i	17	·	8	12	-1	9	-0.2
Cc1ccc(C(=O)NC(O)C(Cl)Cl)cc1 (stereo unspecified)	-0.2	1	-0.5	1	·	20	-11	1	0	0.7

Four entries drawn at random from the list so far:
SMILES	PfHsp40 rescue	Anthrax LF inh2	Vc quorum ag	PriA SSB inh	TcdB inh	DUSP3 inh	CCHFV vOTU inh	3CLpro inhibitor	Y pestis TopoI	BoNT A protease
O=C(NC1CCSC1=O)c1cccc(Cl)c1 (stereo unspecified)	-0.6	-4	-0.2	-21	0.1	2	17	-3	-1	-0.5
C=CCN(C(=O)Cn1ncc2c1-c1cc(C)ccc1OC2)c1ccccc1	0.5	-2	-0.4	-4	-4.1	15	8	-4	35	0.0
Oc1ccc(Nc2nc(NCC3CCCO3)c3ccccc3n2)cc1 (stereo unspecified)	-2.1	-3	-4.1	19	·	14	1	0	0	0.2
CC(C)(C)OC(=O)N1CCC[C@H]1c1nnc(SCC(=O)Nc2ccc(Br)cc2)o1	-0.1	8	-1.0	2	0.1	-7	-11	6	-6	-0.8

Looked up above:
`O=C(NC1CCSC1=O)c1cccc(Cl)c1` (stereo unspecified) in 3CLpro inhibitor reads -3
`Cc1nc2ccc(NS(=O)(=O)c3ccc(F)cc3)cc2s1` in BoNT A protease reads 0.2

Other compounds follow:
SMILES	PfHsp40 rescue	Anthrax LF inh2	Vc quorum ag	PriA SSB inh	TcdB inh	DUSP3 inh	CCHFV vOTU inh	3CLpro inhibitor	Y pestis TopoI	BoNT A protease
OCC[C@@H]1C[C@@H](O)[C@H](O)[C@@]2(CCCc3ccccc3O2)O1	-1.1	1	-0.4	3	1.7	21	0	3	10	-0.3
CCOc1ccc2sc(NS(=O)(=O)c3ccc(N)cc3)nc2c1	1.8	-4	-0.2	-1	0.3	19	-5	1	10	0.2
O=S(=O)(Cc1ccc(Cl)cc1)N1CCN(Cc2ccccc2)CC1	-1.2	-3	122*	-5	-1.4	-4	·	4	5	0.1
CC(OC(=O)c1cccc(S(=O)(=O)N2CCCC2)c1)C(=O)NC1CCCCC1C (stereo unspecified)	-0.6	?	-0.7	3	-0.7	·	-11	·	-13	2.1
CCc1ccc(-n2c(C)n[nH]c2=S)cc1	-1.5	-2	-0.8	3	2.4	1	12	3	5	-0.2
CCc1nnc(NC(=O)CSCc2cc(=O)n3nc(C(C)C)sc3n2)s1	9.0	1	-0.2	-8	1.6	15	12	-4	7	1.3
CCc1ccc(C(=O)COC(=O)c2ccccc2OC)cc1	0.7	-2	i	-40	1.4	26	23	-2	22	-0.5
CCCC(=O)OCCNc1cc(SCc2ccco2)c2nonc2c1[N+](=O)[O-]	-0.9	-2	-0.2	2	·	0	10	5	-1	2.5
O=C(NCc1ccco1)C1CCCN(S(=O)(=O)c2cnc[nH]2)C1 (stereo unspecified)	0.4	-12	-0.2	-1	0.1	21	-5	-4	-1	-0.5
N#CNC(=Nc1cccc(F)c1)SCc1ccccc1F	2.4	1	-0.2	-16	-8.4	2	7	-3	5	0.4

One compound at a time, as listed above.
`O=C(NCc1ccco1)C1CCCN(S(=O)(=O)c2cnc[nH]2)C1` (stereo unspecified) in the list: PfHsp40 rescue: 0.4; Anthrax LF inh2: -12; Vc quorum ag: -0.2; PriA SSB inh: -1; TcdB inh: 0.1; DUSP3 inh: 21; CCHFV vOTU inh: -5; 3CLpro inhibitor: -4; Y pestis TopoI: -1; BoNT A protease: -0.5
`O=S(=O)(Cc1ccc(Cl)cc1)N1CCN(Cc2ccccc2)CC1` in the list: PfHsp40 rescue: -1.2; Anthrax LF inh2: -3; Vc quorum ag: 122*; PriA SSB inh: -5; TcdB inh: -1.4; DUSP3 inh: -4; CCHFV vOTU inh: ·; 3CLpro inhibitor: 4; Y pestis TopoI: 5; BoNT A protease: 0.1

Next entries:
SMILES	PfHsp40 rescue	Anthrax LF inh2	Vc quorum ag	PriA SSB inh	TcdB inh	DUSP3 inh	CCHFV vOTU inh	3CLpro inhibitor	Y pestis TopoI	BoNT A protease
Cc1ccccc1Nc1nc(N)nc(COC(=O)CCS(=O)(=O)c2ccccc2)n1	-0.1	-2	-2.0	0	·	19	-4	0	5	-0.8
CC12CN3CCN(CC(C3)/C1=N\N=C1/C3CN4CCN(C3)CC1(C)C4)C2	-0.6	0	i	·	0.3	1	-2	1	-1	-0.2
COc1ccc(-c2ccc3c(=O)cc(-c4ccsc4)oc3c2)cn1	-0.8	4	-0.8	-3	0.3	·	-17	·	26	-0.3
CCOC(=O)Cc1csc(NC(=O)CSc2nnnn2-c2ccc(C)c(C)c2)n1	5.5	2	-1.2	-20	0.6	4	13	3	3	-0.1
CCCCCCC1C(C#N)=C(N)OC2=C1C(=O)CC(C)(C)C2 (stereo unspecified)	0.6	-1	-0.3	-15	-0.2	18	4	4	5	0.6
Cc1ccc(/C=N/NC(=O)c2ccc3c(c2)OCCO3)s1	0.1	1	-0.7	i	1.3	-13	0	-1	-1	?
CC1(C)Cc2c(cnn2-c2cccc(F)c2)C(NC(=O)CSc2ccncc2)C1 (stereo unspecified)	0.3	1	-0.8	-5	0.2	16	1	1	10	1.6
CCC(C)(C)n1nnnc1C(c1ccc(F)cc1)N1CCC(C(N)=O)CC1 (stereo unspecified)	-1.0	-2	0.6	-2	1.0	-5	4	-2	-5	-0.2
CSc1ccccc1NC(=O)CN(C)Cc1c(O)ccc2ccccc12	-1.0	-3	i	10	-2.6	16	2	1	12	-1.2
Cc1ccc(OCCCCc2c(C)n[nH]c2C)cc1	3.5	13	2.1	4	3.2	1	8	2	16	3.2
